Source: PubChem BioAssay
Tb PFK block: qHTS Assay to Find Inhibitors of T. brucei phosphofructokinase | T. brucei PFK, ADP-Glo luminescence | Potency, µM (titrated, usually from 57.5 µM), for the others: top-dose activity, negative = inhibition, usual class: inhibitors | ATP-dependent 6-phosphofructokinase (Trypanosoma brucei brucei), O15648 | 0.17% of 330,000 active;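 also: potency is read from the fitted curve at half-maximal effect; 0% = uninhibited 1x PFK enzyme wells and -100% = no-enzyme wells; nearly all actives have a fitted effect of over 60% in size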
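1.25 nM PFK with 0.5 mM F6P and 0.1 mM ATP in 0.1 M TEA pH 8.0, 5 mM MgCl2, incubated 45 min at room temperature; ADP measured by ADP-Glo luminescence; compounds titrated up to 57 uM.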
VP16 counter: VP16 counterscreen qHTS for inhibitors of ROR gamma transcriptional activity. Potency, µM (top dose mostly 53.6 µM), inactives show at the top dose activity, negative = inhibition, actives largely listed as inhibitors. 3.5% of 310,000 active. AID 2546, 2010. Drosophila S2 Gal4-VP16 UAS-luciferase, luminescence, 20 h;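 also: Gal4-VP16 expression switched on by copper sulfate through the metallothionein promoter; potency is read from the fitted curve at half-maximal effect; % is scaled to controls: 0 for no effect and ±100 for the full control effect; nearly all actives have a fitted effect of over 50% in size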
TRPV1 agonist: HTS Assay for Compounds that Act as Agonists of the Vanilloid Receptor 1. Transient receptor potential cation channel subfamily V member 1 (Homo sapiens), Q8NER1. TRPV1-expressing cells, Fluo-8 calcium influx, agonist mode. activation, % at 8.33 µM. 0.19% of 320,000 active. AID 540275, 2011; in the data active = activation above about 80%; inconclusive = between about 30% and that limit; also: 0% is about no effect
Target sequence (Q8NER1 whole entry, looked up): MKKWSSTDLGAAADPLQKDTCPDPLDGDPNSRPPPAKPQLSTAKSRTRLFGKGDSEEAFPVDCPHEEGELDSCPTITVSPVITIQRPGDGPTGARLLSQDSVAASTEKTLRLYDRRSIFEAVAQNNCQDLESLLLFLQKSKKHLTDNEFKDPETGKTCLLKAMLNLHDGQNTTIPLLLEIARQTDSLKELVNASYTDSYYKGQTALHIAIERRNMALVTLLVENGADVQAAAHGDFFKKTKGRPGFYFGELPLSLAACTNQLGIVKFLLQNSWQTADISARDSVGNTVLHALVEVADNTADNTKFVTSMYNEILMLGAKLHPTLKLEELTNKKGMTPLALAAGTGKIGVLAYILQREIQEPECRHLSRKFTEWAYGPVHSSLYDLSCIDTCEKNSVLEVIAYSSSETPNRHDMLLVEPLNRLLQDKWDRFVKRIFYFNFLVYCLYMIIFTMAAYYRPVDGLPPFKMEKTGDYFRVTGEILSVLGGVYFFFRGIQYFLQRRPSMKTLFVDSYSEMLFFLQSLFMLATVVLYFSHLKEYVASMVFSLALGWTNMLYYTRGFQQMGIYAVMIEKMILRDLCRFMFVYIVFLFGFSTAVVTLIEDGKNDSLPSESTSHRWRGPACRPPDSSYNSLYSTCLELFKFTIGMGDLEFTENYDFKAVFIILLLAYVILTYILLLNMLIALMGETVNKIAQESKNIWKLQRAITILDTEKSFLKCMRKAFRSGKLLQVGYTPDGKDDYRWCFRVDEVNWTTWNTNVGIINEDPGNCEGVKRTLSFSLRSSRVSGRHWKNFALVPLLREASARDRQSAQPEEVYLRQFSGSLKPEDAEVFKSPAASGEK
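Cells expressing TRPV1 were dye-loaded with Fluo-8 and read kinetically: 10 s baseline, 3 min after compound (agonist portion), then 2 min after EC20 capsaicin (allosteric enhancer portion). Calcium-bound dye fluorescence at 480/520 nm.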
ELG1 DNA repair: qHTS screen for small molecules that inhibit ELG1-dependent DNA repair in human embryonic kidney (HEK293T) cells expressing luciferase-tagged ELG1 | HEK293T ELG1-luciferase reporter, luminescence, 16 h; DNA damage induced by 5-fluorouridine | Potency, µM (titrated, usually from 46.1 µM), inactives show at the top dose activity change, negative = inhibition, hits mostly inhibitors | AID 504467, 2011 | 2.3% of 330,000 active; also: potency is read from the fitted curve at half-maximal effect; % is scaled to controls: 0 for no effect and ±100 for the full control effect; nearly all actives have a fitted effect of over 55% in size
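Cells (2,000 per well) received 5-fluorouridine plus test compound or DMSO and were incubated 16 hr at 37 °C, 5% CO2. Luciferase activity was read by luminescence 30 min after ONE-Glo addition; signal suppression marked inhibition of damage-induced ELG1 function.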
BRCA1 expr up: qHTS Assay to Identify Small Molecule Activators of BRCA1 Expression; 1.1% of 380,000 active; MCF7-BRCA1-FFLuc reporter, luminescence, 48 h; response scale: scaled: vehicle 0%, 10 µM genistein 100%; Potency, µM (top dose mostly 46.1 µM), for inactives: at the highest dose activation, hits mostly activators; also: potency is read from the fitted curve at half-maximal effect; nearly all actives have a fitted effect of over 80% in size; some results filed as inactive show a strong effect at the top dose
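48 h compound treatment of MCF7-BRCA1-FFLuc cells (phenol-red free MEM, 37 °C), then 15 min with luciferase substrate and luminescence imaging.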
p53 reactivation: qHTS assay for re-activators of p53 using a Luc reporter; H1299 p53-A138V BP100-luciferase reporter, luminescence, 24 h; Potency, µM (doses to about 92.2 µM), for the others: at the highest dose activity change, positive = activation, most hits filed as activators; 0.063% of 320,000 active; also: potency is read from the fitted curve at half-maximal effect; % of control where 0% means no effect; nearly all actives have a fitted effect of over 45% in size
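p53-null H1299 cells stably carrying temperature-sensitive p53-A138V and a BP100-luciferase reporter were pinned with compounds (4-point, 1:5 series) and held 24 hrs at 37 deg C. Luminescence was read 10 min after detection reagent.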
FLuc modulator: qHTS profiling assay for firefly luciferase inhibitor/activator using purifed enzyme and Km concentrations of substrates (counterscreen for miR-21 project). purified FLuc, Km substrates, luminescence inhibition. Luciferin 4-monooxygenase (Photinus pyralis), P08659. 6.9% of 360,000 active. Potency, µM (highest dose often 57.5 µM), without a hit: at the top dose activity change, negative = inhibition, most hits filed as inhibitors;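 also: potency is read from the fitted curve at half-maximal effect; plate controls were vehicle for no effect and reference inhibitor for full effect; nearly all actives have a fitted effect of over 55% in size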
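Biochemical qHTS of compounds, final roughly 60 µM downward over six points, against 10 nM purified firefly luciferase using Km concentrations of substrates (10 uM D-luciferin, 10 uM ATP) in Tris acetate pH 7.5 buffer; luminescence output.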
RORgamma inh: qHTS for inhibitors of ROR gamma transcriptional activity; Drosophila S2 Gal4-RORgamma UAS-luciferase reporter, 20 h; Potency, µM (top dose mostly 53.6 µM), inactives show at the top dose activity change, negative = inhibition, hits mostly inhibitors; 5.4% of 310,000 active; AID 2551, 2010; also: potency is read from the fitted curve at half-maximal effect; % is scaled to controls: 0 for no effect and ±100 for the full control effect; nearly all actives have a fitted effect of over 60% in size
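Luciferase reporter read in Schneider cells carrying Gal4-RORγ (mouse) and UAS-Photinus luciferase; cells given compound 1 h before 700 uM copper sulfate induction, then incubated 20 h at ambient temperature.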
ELG1 genotoxic: qHTS screen for small molecules that induce genotoxicity in human embryonic kidney (HEK293T) cells expressing luciferase-tagged ELG1 | Potency, µM (titrated, usually from 46 µM), inactives show top-dose activity change, positive = activation, hits mostly activators | HEK293T ELG1-luciferase reporter, luminescence, 16 h | 1.3% of 330,000 active; also: potency is read from the fitted curve at half-maximal effect; % of control where 0% means no effect; nearly all actives have a fitted effect of over 60% in size
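Reporter readout depends on ELG1 protein level, which increases with genetic stress. After 16 hr compound exposure at 37 °C, luciferase activity was quantified using ONE-Glo.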
NPC1 prom act: qHTS Assay for NPC1 Promoter Activators. Huh7 NPC1 promoter luciferase reporter, 24 h. Potency, µM (top dose mostly 9.22 µM), for the others: at the highest dose activation, most hits filed as activators. 2.4% of 320,000 active;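 also: potency is read from the fitted curve at half-maximal effect; % of control where 0% means no effect; nearly all actives have a fitted effect of over 60% in size; reporter is driven by a mutant NPC1 promoter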
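Huh7 reporter cells (NPC1 promoter driving luciferase) are dosed with compound for 24 h at 37 °C, 5% CO2; luciferase detection reagent is then added and luminescence measured after 10 min at ambient temperature.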
Rab9 promoter act: qHTS Assay for Rab9 Promoter Activators; Huh7 Rab9 promoter-luciferase reporter, luminescence, 24 h; Potency, µM (titrated, usually from 9.22 µM), for the others: at the top dose activation, negative = inhibition, actives largely listed as activators; 2.8% of 320,000 active; AID 485297, 2010; also: potency is read from the fitted curve at half-maximal effect; % of control where 0% means no effect; nearly all actives have a fitted effect of over 60% in size
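Promoter activation is measured as luciferase luminescence in Huh7 cells stably transfected with a Rab9 promoter–luciferase construct, following 24 h compound exposure at 37 °C and 10 min reagent incubation at ambient temperature.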
Numbers without * were called inactive; ? = inconclusive; · = not tested or not shown; & = joins results of further samples; [ ] = remark or other dose. Unless noted, calls follow the shape of the dose curve; as a rule, active = well fitted curve in the direction sought with a large enough effect; inconclusive = small, poorly fitted or top-dose-only effect, or another doubt; inactive = no such curve, though single readings can be large; an effect the other way counts as inactive or inconclusive.

SMILES | Tb PFK block | VP16 counter | TRPV1 agonist | ELG1 DNA repair | BRCA1 expr up | p53 reactivation | FLuc modulator | RORgamma inh | ELG1 genotoxic | NPC1 prom act | Rab9 promoter act
O=C(O)c1sc2ncccc2c1OCc1ccccc1 | 3% | 9% | 1 | -2% | 8% | 6% | -5% | 11% | -4% | -4% | 2%
COc1ccc(NC(=O)CCOc2ccccc2C)cc1S(=O)(=O)N1CCCCC1 | -2% | · | -4 | ? | -52% | -7% | 2% | · | -5% | -4% | -6%
O=c1[nH]c2ccc(Cl)cc2c(=O)n1Cc1ccco1 | -5% | ? | 7 | 20% | 3% | -12% | 4% | ? | -3% | 2% | 1%
CCc1ccc(OCC(O)CN2CCN(CCO)CC2)cc1 (centres undefined) | 0% | -24% | 0 | 0% | -7% | ? | 1% | 6% | 3% | 2% | 2%
O=C(O)c1ccc(CNC(=O)c2ccc(Br)o2)cc1 | -2% | -10% | 1 | -4% | 3% | -1% | 0% | -7% | -1% | -3% | 0%
COc1ccccc1N(C)S(=O)(=O)c1ccc(C(=O)Nc2ccncc2)cc1 | -7% | · | ? | 12µM* | -33% | -2% | 2% | · | -7% | 2% | -2%
C#C[C@]1(O)CC[C@H]2[C@@H]3CCc4cc(OC)ccc4[C@H]3CC[C@@]21C | -2% | 2%&-5% | -1 | 1% | 4% | 3% | -9% | ? | -1% | 13% | 9%
O=C(O)c1cccc(N2C(=O)c3cc([N+](=O)[O-])cc4cc([N+](=O)[O-])cc(c34)C2=O)c1 | -12% | ? | -4 | ? | -39% | 3% | -3% | ? | -5% | -2% | -3%
CCOc1ccc(NC(=S)Nc2ccc(C)c([N+](=O)[O-])c2)cc1 | -11% | ? | 2 | -8% | -16% | 18% | 3% | 14µM* | -7% | 6% | 0%
O=C(c1ccc(Br)o1)N1CCN(Cc2ccccc2Cl)CC1 | -1% | -8% | ? | ? | 9% | 14% | -4% | 14%[1.91 µM] | 3% | 3% | 0%
O=C(COC(=O)c1cc(S(=O)(=O)N2CCCCC2)ccc1N1CCOCC1)c1ccc(Cl)cc1 | -1% | · | -2 | ? | -30% | 6% | 5% | · | 1% | 2% | 0%
O=C1c2ccccc2CN1C(CO)Cc1ccccc1 (centres undefined) | -1% | -3% | 6 | 15% | 1% | 11% | 0% | -11% | 2% | -2% | -1%
CCOc1ccc(N(Cc2ccc(OC)cc2)C(=O)c2ccco2)cc1 | 2% | -13% | ? | ? | -25% | -5% | -5% | -9% | -13% | -6% | 0%
COc1ccccc1Nc1nc(N)nc(CN2CC(C)CC(C)C2)n1 (centres undefined) | -4% | -1%[10 µM] | 0 | -14% | -10% | 0% | -1% | 8.9µM* | 19% | 0% | -5%
Cc1cc(C(=O)NC(C)C)on1 | 2% | -7% | -1 | 2% | -3% | -9% | 5% | -6% | -1% | -2% | 5%
Cc1cccc(-c2nc(CS(=O)CC(=O)NC3CCCC(C)C3C)c(C)o2)c1 (centres undefined) | -1% | 0% | 3 | 0% | -17% | 6% | -6% | -21% | 2% | -4% | 0%
CS(=O)(=O)N(CC(=O)Nc1ccccc1Sc1ccccc1)C1CCCCC1 | 8% | 3% | -17 | ? | -29% | -6% | -5% | -1% | -4% | 19% | 3%
CCOc1ccc(S(=O)(=O)Nc2cccc(C(=O)NCCCN3CCOCC3)c2)cc1 | 10% | · | -2 | -1% | -24% | -15% | 0% | · | -2% | 0% | -3%
O=C(CN1C(=O)CCSc2ccc(S(=O)(=O)N3CCCC3)cc21)Nc1ccccc1 | 0% | -28% | 29 | 10% | -6% | 1% | -2%&-3% | -17% | 2%[9.26 µM] | -9% | -6%
CCOc1ccc(-c2c(C(=O)N/N=C(\C)c3ccccc3OC)nnn2-c2nonc2N)cc1 | 3% | -7% | 7 | ? | -19% | 15% | 0% | 5.6µM* | 6% | 5% | -3%
COc1ccc(Cl)cc1-c1nc(-c2ccc(Br)o2)no1 | -4% | 5% | · | ? | -34% | 0% | 3% | 22% | 4% | ? | ?
CC(C)OCCCNC(=O)c1ccncc1 | 1% | -8% | 1 | -4% | 9% | 0% | 0% | 0% | -4% | 6% | 8%
COc1cc(C2C(C(=O)c3cccs3)=C(O)C(=O)N2CCN2CCOCC2)cc(OC)c1OC (centres undefined) | -6% | 1% | -4 | 0% | -7% | 9% | 0% | -15%[1.91 µM] | 0% | 1% | -1%
O=C(c1cccs1)N1CCN=C1SCc1ccccc1 | 11% | · | ? | -1% | 24% | 25% | -12% | -1%[0.365 µM] | -3% | -5% | -6%
CN1CCc2ccccc2Cc2[nH]c3ccccc3c2CC1 | 12µM* | 0% | 0 | -8% | -9% | 3% | 4% | 15% | 3% | 13%[46.1 µM] | 3%[46.1 µM]
Cc1nc(N2CCCC2)c2nnn(Cc3ccccc3Cl)c2n1 | 1% | 1% | 10 | -15% | -39% | 1% | 7% | -22% | -5% | 1% | 2%
Cc1ccc(NC(=O)C2C3/C=C\CCCCC32)cc1 (centres undefined) | -7% | -27% | ? | ? | 77% | ? | ? | -7% | 15% | ? | 3.5µM*
O=C(CCCc1ccccc1)NCc1cccnc1 | 3% | 0% | 9 | 11% | 10% | 9% | -1% | 25% | 4% | 0% | -2%
CC(=O)N(c1cccc(C)c1)S(=O)(=O)c1ccc(Cl)cc1 | 2% | 6% | 2 | -16% | 4% | -2% | -2% | -22% | -5% | -1% | 2%
O=C(O/N=C(/c1ccccc1)c1ccncc1)c1cccc(F)c1 | 0% | -7% | ? | -5% | -8% | 0% | -8% | 6% | 3% | -1% | 0%
O=C1Cc2cc(S(=O)(=O)Nc3cccc(F)c3)ccc2N1 | 0% | · | 0 | 10% | 5% | -12% | 4% | · | 0% | -3% | 2%
CS(=O)(=O)c1ccc2nc(NC(=O)c3ccccc3Br)sc2c1 | 0% | 12% | 2 | ? | ? | · | 9.5µM* | 25% | ? | 2.8µM* | ?
Nc1c(N(Cc2ccccc2)C(=O)COc2ccc(F)cc2Cl)c(=O)[nH]c(=O)n1Cc1ccccc1 | 0% | · | · | -14% | -27% | 4% | · | · | 4% | · | ·
COC1CCCCC1Nc1cccc(SC)c1 (centres undefined) | -14% | · | 6 | -1% | 10% | 8% | 0% | 21%[0.365 µM] | 4% | -2% | -2%
Cc1c(C(c2ccc(Br)cc2)c2c(C)n(C)n(-c3ccccc3)c2=O)c(=O)n(-c2ccccc2)n1C | -1% | -5% | -2 | 2% | -31% | · | 10% | ? | 0% | -4% | 0%
Cc1c(NC(=O)/C=C/c2ccc(S(=O)(=O)N3CCOCC3)cc2)c(=O)n(-c2ccccc2)n1C | 3% | 10% | -4 | -14% | 0% | -3% | -3% | 39% | 0% | -1% | 3%
CCOC(=O)C1CCN(S(=O)(=O)c2ccc(-c3cc(C(F)(F)F)n(C)n3)s2)CC1 | 0% | -1% | 4 | -23% | -12% | 2% | 0% | 30% | -2% | 3% | 2%
COc1cccc(C2C(C#N)=C(N)N(N(C)C)C3=C2C(=O)CC(C)(C)C3)c1 (centres undefined) | -4% | -16% | 3 | 0% | -14% | 1% | 6% | 36% | 4% | 1% | -6%
COC(=O)C1=C(NC(=O)c2cccs2)CCS1 | -3% | 5% | 1 | ? | · | -3% | -2% | -11% | 3% | 1% | 4%
O=C(NCC1CCCO1)/C(=C\c1ccccc1)NC(=O)c1ccccc1 (centres undefined) | -1% | -5% | -2 | -5% | 5% | 2% | 1% | 3% | 0% | -1% | -1%
O=C(c1cccc(OC2CCN(Cc3ccc(F)cc3)CC2)c1)N1CCCC1 | -2% | 2% | 9 | 1% | -28% | · | 5% | -17% | 0% | 1% | -12%

Rows were taken by chance; about 15% have a hit in one of these screens.
